MEKK2 mut-MEK5 – signal of MEK5 binding to mutant human MEKK2 PB1 domain; bead flow cytometry, Alexa488-MEK5 binding to MEKK2 mutant; percent response, % at 10 µM; 0.35% of 290,000 active; in the data active means percent response above about 24%, passing the limit was not always enough; further: inactives centre near 1; some results filed as inactive read as strong as hits; reference of the scale not given here
PfM18AAP inh – PfM18AAP enzyme inhibition; recombinant PfM18AAP, H-Glu-NHMec fluorogenic cleavage; inhibition, % at 7.35 µM; 1.2% of 290,000 active;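 active means inhibition above the campaign mean inhibition over all tested compounds plus 3 SD, cut at about 28% in these data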;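 further: 0% = plate median of test compound wells and 100% = 2 mM ZnCl2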
NALP1 yeast inh – inhibitors of NALP1 inflammasome in yeast; S. cerevisiae NALP1/ASC/caspase-1 growth, X-gal OD620, 72 h; inhibition, % at 10 µM; 0.61% of 280,000 active; in the data active means inhibition mostly above about 24%, no sharp cut-off; inactive means mostly below about 32%; further: some compounds called inactive have numbers as strong as hits
GPR7 antag – human neuropeptides B/W receptor 1 antagonism. P48145. GPR7-expressing cells, fluorescence antagonist assay. inhibition, % at 4.4 µM. 1.1% of 290,000 active. AID 1861; in the data active means inhibition above about 16%, passing the limit was not always enough;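 further: cells stimulated with the agonist NPW; 0% = agonist with vehicle and 100% = vehicle without agonist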
Target sequence (P48145 whole entry, looked up): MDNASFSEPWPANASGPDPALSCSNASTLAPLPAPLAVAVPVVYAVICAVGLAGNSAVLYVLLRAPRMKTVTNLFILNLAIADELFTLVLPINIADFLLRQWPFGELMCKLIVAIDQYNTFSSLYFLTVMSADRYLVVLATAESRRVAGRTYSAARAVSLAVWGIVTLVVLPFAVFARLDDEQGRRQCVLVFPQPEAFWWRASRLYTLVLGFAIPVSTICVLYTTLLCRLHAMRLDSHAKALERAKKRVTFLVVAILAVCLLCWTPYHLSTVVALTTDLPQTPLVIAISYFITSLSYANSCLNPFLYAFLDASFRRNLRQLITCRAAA
MEKK2 WT-MEK5 – raises or lowers MEK5 binding to wildtype human MEKK2 PB1 domain. Q9Y2U5. bead flow cytometry, Alexa488-MEK5 binding to MEKK2 WT; actives lie on both sides. 1.1% of 290,000 active. binding response (% of control), % at 10 µM; in the data active means binding response below about 67% or above about 130%; inconclusive means no clear call, values can overlap the other calls; inactive means in between
Starred values were filed as active, the others as inactive; u = inconclusive; x = not tested or not shown. The list is partial (hit frequency here may not be typical).

SMILES	MEKK2 mut-MEK5	PfM18AAP inh	NALP1 yeast inh	GPR7 antag	MEKK2 WT-MEK5
O=C(O)CCNC(=O)c1ccc(N=Nc2ccc(O)c(C(=O)O)c2)cc1	x	x	x	x	89
Cc1ccc(N2CCN(c3cc(C)nc4c5c(C)cc(C)nc5nn34)CC2)cc1	x	x	16	x	x
Cc1cccc2cc(CN(CC3CCCO3)S(=O)(=O)c3ccccc3)c3nnnn3c12 (stereo unspecified)	x	x	10	x	x
CCOc1cc(NC(=O)c2ccco2)c(OCC)cc1NC(=O)CCc1ccc(OC)cc1	x	x	-1	x	x
CCC(O)CNc1nc(-n2nc(C)cc2C)nc2sc3c(c12)CCCC3 (stereo unspecified)	x	x	13	x	x
CC(C)Cc1nc(N2CCN(C(=O)Cc3ccccc3)CC2)c(C#N)c2c1COC(C)(C)C2	x	x	8	x	x
CC1(C)Cc2c(sc3c2c(=O)n(Cc2ccccc2)c2nncn32)CO1	x	x	1	x	x
COC(=O)c1[nH]c(C)c(/C(O)=C2\C(=O)C(=O)N(CCN(C)C)C2c2ccc(OC)cc2)c1C (stereo unspecified)	x	x	-17	x	x
CCN1CCN(Cc2nc3c(c(=O)n(C)c(=O)n3C)n2CCCc2ccccc2)CC1	x	x	8	x	x
COc1ccc2[nH]c(=O)c(CN(C(=O)C3CCCO3)c3cccc(C)c3)cc2c1 (stereo unspecified)	x	x	3	x	x
Cc1cc(Cl)ccc1N=Cc1c(O)n(C)c(=O)n(C)c1=O	x	x	25	x	x
COc1ccc(CCNC(=O)c2cc3c(=O)n4cccc(C)c4nc3n(Cc3ccncc3)c2=N)cc1	x	x	-1	x	x
CCc1nnc(NC(=O)c2c(O)c3cccc4c3n(c2=O)CC4)s1	x	x	15	x	x
Cc1ccc(CNC(=O)c2cc3c(=O)n4cccc(C)c4nc3n(CC3CCCO3)c2=N)cc1 (stereo unspecified)	x	x	15	x	x
Cc1ccnc(NC(=O)CCC(=O)N(CC(=O)NC2CCCCC2)Cc2ccc3c(c2)OCO3)c1	x	x	1	x	x
C=CCn1c(NC(=O)c2ccco2)c(S(=O)(=O)c2ccccc2)c2nc3ccccc3nc21	x	x	15	x	x
Cn1c(SCCSc2nnc(-c3ccccc3)n2C)nnc1-c1ccccc1	x	x	8	x	x
CCOc1ccc2[nH]c(=O)c(CN(C(=O)N3CCOCC3)C3CC3)cc2c1	x	x	-5	x	x
CCOC(=O)c1ccc(NC(=O)c2c(O)c3ccccc3n(C)c2=O)cc1	x	x	1	x	x
Cn1c(=O)c2c(nc(SCc3cc4c(cc3Cl)OCO4)n2C)n(C)c1=O	x	x	14	x	x
COc1ccc(OC)c(CC(NC(C)=O)C(=O)NC2CCN(c3nc(C)cc(C)c3C#N)CC2)c1 (stereo unspecified)	x	x	27	x	x
c1ccc2nc3c(nc2c1)sc1nc2ccccc2n13	x	x	-9	x	x
Cc1cc(C)nc(-n2nc(C)cc2NC(=O)c2ccc3c(c2)OCO3)n1	x	x	7	x	x
CCOC(=O)c1cnn(-c2nc3sc4c(c3c(=O)[nH]2)CCCC4)c1N	x	x	29	x	x
Cc1ccc(C2CC(=O)c3cnc(N4CC(C)CC(C)C4)nc3C2)cc1 (stereo unspecified)	x	x	8	x	x
Cc1ccc(-c2nsc3c(N4CCN(C(=O)c5ccco5)CC4)ncnc23)cc1	x	x	25	x	x
C=CCn1cnc2c(c1=O)c1nc3ccccc3nc1n2-c1ccccc1	x	x	11	x	x
COc1cc2nc(CN3CCN(c4ncc(C(F)(F)F)cc4Cl)CC3)[nH]c(=O)c2cc1OC	x	x	-4	x	x
COc1cc(-c2nc(-c3ccc(C)nc3OC)no2)cc(OC)c1OC	x	x	17	x	x
c1cc(-c2nc3cc(Cc4ccc5oc(-c6ccncc6)nc5c4)ccc3o2)ccn1	x	x	20	x	x
Cn1c(=O)c2c3c(sc2n2c(SCC(=O)c4ccccc4)nnc12)COC(C)(C)C3	x	x	11	x	x
CCOC(=O)c1sc(NC(=O)c2cc3c(C)nn(-c4ccccc4)c3s2)nc1C	x	x	-2	x	x
Clc1ccc(-c2nn3c(-c4ccccn4)nnc3s2)c(Cl)c1	x	x	13	x	x
CNC(=O)c1cc2c(=O)n3cc(C)ccc3nc2n(Cc2ccco2)c1=N	x	x	-1	x	x
Cc1nc(SCn2nnc3ccccc3c2=O)c2c(C)c(C)sc2n1	x	x	-1	x	x
COc1nc2c(C)cccc2cc1-c1noc(-c2ccncc2)n1	x	x	0	x	x
Cc1nn(-c2ccc(Cl)cc2)c2sc(C(=O)N3CCN(C(=O)c4ccco4)CC3)cc12	x	x	10	x	x
Cc1cc(C)n2nc(CCc3nc4nc(C)cc(C)n4n3)nc2n1	x	x	22	x	x
Cc1ccccc1NC(=O)c1c(O)c2cccc3c2n(c1=O)CC3	x	x	-2	x	x
Cc1ccc(-n2nc(C)c(C3C(C#N)=C(N)OC4=C3C(=O)CCC4)c2Cl)cc1 (stereo unspecified)	x	x	10	x	x
COc1ccc(Cn2c3nc4ccccc4nc3c3c(=O)n(Cc4ccco4)c(C)nc32)cc1	x	x	11	x	x
CCCn1c(=O)c2ccccc2n2c(SCN3C(=O)c4ccccc4C3=O)nnc12	x	x	7	x	x
CCc1nc2c(sc3nc(N4CCOCC4)c4c(c32)CC(C)(C)OC4)c(=O)o1	x	x	4	x	x
COC(=O)c1[nH]c2cc(OC)c(OC)cc2c1NC(=O)CN1CCN(Cc2ccccc2)CC1	x	x	16	x	x
CCCc1nc2oc3c(N4CCNCC4)ncnc3c2c2c1CCCC2	x	x	11	x	x
CCN1C(=S)SC(=O)C1=C1C=C(C)N(CCOC)C(C)=C1	x	x	15	x	x
Cc1cc(C)c2c(n1)nn1c(NCCCn3ccnc3)cc(C)nc21	x	x	8	x	x
Cc1cccn2c(=O)c3cc(C(=O)NCc4cccnc4)c(=N)n(C)c3nc12	x	x	4	x	x

2 compounds picked at random from those above:
SMILES	MEKK2 mut-MEK5	PfM18AAP inh	NALP1 yeast inh	GPR7 antag	MEKK2 WT-MEK5
Cc1ccc(-n2nc(C)c(C3C(C#N)=C(N)OC4=C3C(=O)CCC4)c2Cl)cc1 (stereo unspecified)	x	x	10	x	x
COC(=O)c1[nH]c2cc(OC)c(OC)cc2c1NC(=O)CN1CCN(Cc2ccccc2)CC1	x	x	16	x	x

Next part.
SMILES	MEKK2 mut-MEK5	PfM18AAP inh	NALP1 yeast inh	GPR7 antag	MEKK2 WT-MEK5
Cc1cc(NC(=O)CSc2ncnc3sc4c(c23)CCC(C)C4)no1 (stereo unspecified)	x	x	7	x	x
Cc1nc(N2CCN(c3ccccc3)CC2)c2c3c(sc2n1)CCC3	x	x	25	x	x
CCN(C(=O)CN1CCCc2ccccc21)c1c(N)n(Cc2ccccc2)c(=O)[nH]c1=O	x	x	10	x	x
CCn1c2ccccc2c2nnc(SCc3cc(=O)n4ccsc4n3)nc21	x	x	10	x	x
COc1ccc(CCn2c(-c3ccco3)nc3nc4ccccc4nc32)cc1OC	x	x	19	x	x
COc1cccc(C(N)CC(=O)O)c1 (stereo unspecified)	x	x	8	x	x
CN(C)c1ccc(-c2ccncc2)cc1	x	x	15	x	x
Cc1ccc2nc(Nc3ncc4c(n3)CCCC4=O)nc(C)c2c1	x	x	3	x	x
N#Cc1cc2c(=O)n3ccccc3nc2n(CCN2CCOCC2)c1=O	x	x	9	x	x
N#CC(C(=O)NC1CCCCC1)c1nc2ccccc2nc1N1CCOCC1 (stereo unspecified)	x	x	22	x	x
COc1ccc(C2C(C(=O)c3cc4cccc(OC)c4o3)=C(O)C(=O)N2CCCN(C)C)cc1OC (stereo unspecified)	x	x	5	x	x
Cc1ccc(-c2nn3c(-c4cccc(Cl)c4)nnc3s2)cc1	x	x	9	x	x

Brought forward from above: six entries; new compounds follow.
SMILES	MEKK2 mut-MEK5	PfM18AAP inh	NALP1 yeast inh	GPR7 antag	MEKK2 WT-MEK5
CN(C)c1ccc(-c2ccncc2)cc1	x	x	15	x	x
Cc1ccc2nc(Nc3ncc4c(n3)CCCC4=O)nc(C)c2c1	x	x	3	x	x
N#Cc1cc2c(=O)n3ccccc3nc2n(CCN2CCOCC2)c1=O	x	x	9	x	x
N#CC(C(=O)NC1CCCCC1)c1nc2ccccc2nc1N1CCOCC1 (stereo unspecified)	x	x	22	x	x
COc1ccc(C2C(C(=O)c3cc4cccc(OC)c4o3)=C(O)C(=O)N2CCCN(C)C)cc1OC (stereo unspecified)	x	x	5	x	x
Cc1ccc(-c2nn3c(-c4cccc(Cl)c4)nnc3s2)cc1	x	x	9	x	x
CCOc1ccc(-c2nn3c(-c4ccc(OC)cc4)nnc3s2)cc1	x	x	-3	x	x
COc1cccc(C2C(C(=O)c3sc(C)nc3C)=C(O)C(=O)N2CCN(C)C)c1OC (stereo unspecified)	x	x	2	x	x
CCOc1ccc(N2CCn3c2nc2c3c(=O)n(CCc3ccccc3)c(=O)n2C)cc1	x	x	21	x	x
c1ccc(-c2cc(-c3nc(-c4cccnc4)no3)c3ccccc3n2)cc1	x	x	9	x	x
O=c1c2cccc3c(N4CCOCC4)ccc(c32)c2nc3ccccc3n12	x	x	4	x	x
CCOC(=O)c1c(-c2ccc(C)s2)csc1NC(=O)c1ccco1	x	x	12	x	x
CCCn1c(=O)c(C(=O)Nc2nnc(CC)s2)c(O)c2ccccc21	x	x	9	x	x
C=CCn1c(=O)c(C(=O)Nc2ccccc2OC)c(O)c2ccccc21	x	x	15	x	x
Cc1csc(NC(=O)c2c(O)c3cccc4c3n(c2=O)CCC4)n1	x	x	6	x	x
CC(=O)c1cnc(Nc2nc(C)c3cccc(C)c3n2)nc1C	x	x	17	x	x
CCOC(=O)c1c(C)oc2c1c(C(c1cccnc1)N1CCN(C)CC1)c(O)c1ccccc12 (stereo unspecified)	x	x	9	x	x
CC(=O)c1ccc(Nc2nc(C)nc3c2oc2ccccc23)cc1	x	x	14	x	x
CCOc1cccc(-c2nnc3sc(-c4cc(OC)c(OC)cc4OC)nn23)c1	x	x	-6	x	x
CCOC(=O)N1CCN(c2ncnc3c2oc2nc(C)c4c(c23)CC(C)(C)OC4)CC1	x	x	0	x	x
COc1nnnc2c1sc1nc(N3CCOCC3)c3c(c12)CC(C)(C)OC3	x	x	-5	x	x
Cc1ccc(N2CCCn3c2nc2c3c(=O)n(CC(=O)OCc3ccccc3)c(=O)n2C)cc1C	x	x	14	x	x
COc1cc([C@@H]2c3cc4c(cc3[C@@H](NC3CCN(Cc5ccccc5)CC3)[C@H]3COC(=O)[C@H]23)OCO4)cc(OC)c1O	-7	x	x	x	97
C#CCOCCOCCOCCNc1nc(N2CCN(C(=O)[C@H](CCC(=O)O)n3cc(C(N)Cc4ccc(O)cc4)nn3)CC2)nc(N2CCN(C(=O)[C@H](Cc3ccc(O)cc3)n3cc(C(N)CC(C)C)nn3)CC2)n1 (stereo partly specified)	3	x	x	x	u
O=C(Cc1ccccc1)N[C@@H](Cc1ccc(O)cc1)C(=O)O	-7	x	x	x	90
CC[C@]1(O)CC2CN(CCc3c([nH]c4ccccc34)[C@@](C(=O)OC)(c3cc4c(cc3OC)N(C)[C@H]3[C@@](O)(C(N)=O)[C@H](O)[C@]5(CC)C=CCN6CC[C@]43[C@@H]65)C2)C1 (stereo partly specified)	7	x	x	x	123
COC(=O)c1ccc(C23CC4(C2)[C@H](CN(Cc2ccc(C(F)(F)F)cc2)[C@@H]4c2ccccc2)C3c2ccc(C(F)(F)F)cc2)cc1 (stereo partly specified)	-3	x	x	x	94
CCC(=O)NS(=O)(=O)c1ccc(-c2c(-c3ccccc3)noc2C)cc1	2	x	x	x	106
C#CCOCCOCCOCCNc1nc(N2CCN(C(=O)[C@H]([C@@H](C)CC)n3cc([C@@H](N)CC(C)C)nn3)CC2)nc(N2CCN(C(=O)[C@H](Cc3cc4ccccc4[nH]3)n3cc([C@@H](N)CC(C)C)nn3)CC2)n1	52*	x	x	x	151*
Clc1ccc(C2[C@H]3CN(Cc4ccc(-c5ccccc5)cc4)[C@H](c4ccccc4)C34CC2(c2cccnc2)C4)cn1 (stereo partly specified)	4	x	x	x	101
Cc1cc(C)nc(NC2=NCCN2C(=O)Nc2ccc(Cl)c(Cl)c2)n1	x	2	x	4	x
